Screening results deposited in PubChem by National Center for Advancing Translational Sciences (NCATS).
FBPA Giardia inh: qHTS Assay for Inhibitors of Fructose-1,6-bisphosphate Aldolase from Giardia Lamblia; A8B2U2; purified Giardia FBPA; Potency, µM (top dose mostly 59.6 µM), for inactives: at the highest dose activity, negative = inhibition, usual class: inhibitors; 290,000 compounds, 0.71% hits; AID 2451, 2010; note: potency is the fitted concentration of half-maximal effect; % is set by controls: 0 for no effect and ±100 for the full control effect; nearly all actives have a fitted effect of over 55% in size
Target sequence (A8B2U2 whole entry, looked up): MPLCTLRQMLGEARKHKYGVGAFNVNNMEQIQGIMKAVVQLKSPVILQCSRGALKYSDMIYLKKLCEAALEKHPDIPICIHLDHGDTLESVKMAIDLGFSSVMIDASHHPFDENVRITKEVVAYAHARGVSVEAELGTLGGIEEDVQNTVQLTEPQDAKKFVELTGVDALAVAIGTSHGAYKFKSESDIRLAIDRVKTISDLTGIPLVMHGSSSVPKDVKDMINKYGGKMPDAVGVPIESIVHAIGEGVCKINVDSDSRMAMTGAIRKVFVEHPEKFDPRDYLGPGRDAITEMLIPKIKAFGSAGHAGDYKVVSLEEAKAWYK
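Giardia FBPA (40 nM reagent) was preincubated 10 min at RT with compound (up to 57.5 uM final), then substrate plus GAPDH/TPI/NAD/arsenate coupling system with diaphorase/resazurin was added; resorufin fluorescence (525/598 nm) was read after 20 min.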
Shiga inhibitor: A qHTS for Small Molecule Inhibitors of Shiga Toxin. Vero cells, Shiga toxin protein synthesis inhibition reporter. 290,000 compounds, 9.2% hits. inhibition, % at 38.7 µM; in the data active = inhibition mostly above about 28%, no sharp cut-off; inactive = mostly below about 43%; note: 0% is about no effect
HCV inhibitor: qHTS Assay for Inhibitors of Hepatitis C Virus (HCV) | Huh7.5.1 HCVcc-Cre infection, luciferase reporter, 44 h | Potency, µM (doses to about 41.8 µM), without a hit: at the highest dose activity change, negative = inhibition, actives largely listed as inhibitors | 340,000 compounds, 3.4% hits | AID 651820, 2012; note: potency is the fitted concentration of half-maximal effect; % is set by controls: 0 for no effect and ±100 for the full control effect
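Whole-lifecycle infectious HCVcc-Cre system; cells 1,000/well, compound then virus (~0.5 moi) added 4 h after plating, 44 h culture. Luciferase read 15 sec following 15 min substrate incubation, room temp.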
Pf growth 96h: Primary qHTS for delayed death inhibitors of the malarial parasite plastid, 96 hour incubation; P. falciparum luciferase reporter growth, 96 h; Potency, µM (titrated, usually from 28.7 µM), for inactives: at the top dose activity change, negative = inhibition, hits mostly inhibitors; 320,000 compounds, 6.9% hits; AID 504834, 2011; note: potency is the fitted concentration of half-maximal effect; % is set by controls: 0 for no effect and ±100 for the full control effect
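96 h incubation, 37 C, 5% CO2, of luciferase-reporter P. falciparum-infected RBCs (2% hematocrit, 0.05% parasitemia final) with test compounds; endpoint luminescence.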
Pf growth 48h: Primary qHTS for delayed death inhibitors of the malarial parasite plastid, 48 hour incubation; P. falciparum luciferase growth in erythrocytes, 48 h; Potency, µM (series often up to 28.7 µM), for inactives: at the highest dose activity change, negative = inhibition, most hits filed as inhibitors; 310,000 compounds, 5.9% hits; AID 504832, 2011; note: potency is the fitted concentration of half-maximal effect; % is set by controls: 0 for no effect and ±100 for the full control effect
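Growth was read as firefly luciferase luminescence after a 48 h, 37 C, 5% CO2 exposure of compounds to reporter-bearing P. falciparum cultures (0.1% parasitemia, 2% hematocrit final) in Albumax-supplemented RPMI 1640.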
Cycloheximide cs: Cycloheximide Counterscreen for Small Molecule Inhibitors of Shiga Toxin; cell reporter, cycloheximide protein synthesis inhibition counterscreen; 300,000 compounds, 12% hits; max response, %; in the data active = max response mostly above about 13%, no sharp cut-off; inactive = mostly below about 14%; note: read at 38.3 µM for the half of the compounds with a filed dose; 0% is about no effect
* = called active by the depositor; u = inconclusive; x = not tested or not shown; [ ] = another dose, or the depositor's remark. Unless noted, calls come from the whole dose curve; as a rule, active = well fitted curve in the direction sought with a large enough effect; inconclusive = small, poorly fitted or top-dose-only effect, or another doubt; inactive = no such curve, though single readings can be large; an effect the other way counts as inactive or inconclusive.

SMILES	FBPA Giardia inh	Shiga inhibitor	HCV inhibitor	Pf growth 96h	Pf growth 48h	Cycloheximide cs
Cc1ccccc1NC(=O)/C(C#N)=C/c1ccccc1C(F)(F)F	0%	12	20%	-24%	-8%	-4
CCOCc1nnc(NC(=O)c2cc(Cl)ccc2OC)s1	-21%	-2	u	-19%	x	5
CCN(CC)c1ccc(/C=C(\C#N)c2nc(-c3cccs3)c(NC(C)=O)s2)cc1	-19%	-10	13µM*	7.4µM*	13µM*	0
COC(=O)c1ccc(COc2ncnc3c(Cl)cc(Cl)cc23)o1	4%	1	-15%	x	8%	-3
CC1CCN(CC(=O)Nc2ccc(S(=O)(=O)N3C(C)CCCC3C)cc2)CC1 (stereo unspecified)	16%	13	19%	5%	u	-3
O=P(O)(CN1CCCCCC1)C1Cc2ccccc2C1	0%	-8	x	-50%	u	-1
Cc1ccc(OC2CCN(C(=O)C3CCC(=O)N(C4CC4)C3)CC2)cc1 (stereo unspecified)	x	11	x	31%[activator]	-6%	7
CC(C)(C)C(=O)NC(Nc1cccc2cccnc12)C(Cl)(Cl)Cl (stereo unspecified)	u	29	u	87%[activator]	u	10
CCOC(=O)C1C(=O)NC(N2CCN(c3ccccc3)CC2)=NC1c1ccccc1 (stereo unspecified)	2%	-4	0%	u	x	1
O=C(c1cccc(S(=O)(=O)NCc2ccccc2)c1)N1CCCC(C(F)(F)F)C1 (stereo unspecified)	x	x	8%[8.37 µM]	-6%	u	x
C=CCOc1ccc(/C=N/NC(=O)C2CCCC2)cc1OCC	1%	1	-10%	u	2%	-2
Cc1cc2nccc(-c3ccc(Cl)cc3Cl)n2n1	-1%	2	u	-2%	15%	2
CCCCC(=Nc1ccc(N)cc1)C1=C(O)C(C(=O)OC)C(C)(C)CC1=O (stereo unspecified)	u	27	-2%	x	u	15
Cn1cc(-c2ccno2)c(C(=O)O)n1	-17%	12	27%	-12%	18%	-1
CCCc1nc(SCC(=O)Nc2ccc(S(=O)(=O)N(C)C)cc2)c2ccccc2n1	-12%	-4	u	u	u	-4
CN(C)c1cccc2c(C#N)ccc(N(C)C)c12	u	8	-14%	u	-4%	6
CCn1c(-c2cc3ccccc3cc2O)n[nH]c1=S	-8%	20	0%	95%[activator]	x	-4
COc1cc(Cl)c(C)cc1NC(=O)CSc1nnc(-c2ccccn2)n1Cc1ccco1	4%	-11	-22%	u	u	-4
COc1ccc(Cl)cc1-n1c(C)cc(C(=O)OCC(=O)N2CC(=O)Nc3ccccc32)c1C	-3%	-14	u	4.1µM*	5.2µM*	1
Clc1cccc(Cl)c1C1=NOC(c2nnc(-c3ccccc3)o2)C1 (stereo unspecified)	0%	108*	u	-3%	0%	50*
O=C(Nc1nnc(S(=O)(=O)N2CCCCCC2)s1)c1ccccc1	u	23	18%	u	60%[activator]	11
COCCOC(=O)C1=C(C)NC(SCC(=O)NC(C)(C)C)=C(C#N)C1c1ccco1 (stereo unspecified)	6%	-6	-10%	x	u	-2
CCn1c2ccccc2c2cc(NC(=O)c3cccc([N+](=O)[O-])c3)ccc21	5%	61*	2.2µM*	41%[activator]	u	9
Cc1ccc(C(=O)N/C(=C\c2ccccc2F)c2nc(=S)[nH][nH]2)cc1	-13%	6	4%	0%	4%	1
COc1ccc([C@H]2CC(=O)C=C(/C=C/c3ccccc3)C2)cc1	x	x	2%	39%[activator]	-11%	x
CCOC(=O)c1c(N)c(C#N)c2n1CCCCC2	0%	-6	-15%	15%	3%	-3
Cc1ccc(S(=O)(=O)N/N=C/c2ccc(OC3CSC3)cc2)cc1	0%	10	-13%	3%	-9%	4
CCOc1ccc(C(CC(=O)O)n2cnnn2)cc1OC (stereo unspecified)	-2%	-16	18%	28%	15%	-4
O=C(CC(NC(=O)c1ccccc1Cl)c1ccccc1)NCCc1ccc(Cl)cc1 (stereo unspecified)	-6%	-2	5%	-3%	-13%	-1
COc1ccc(-c2c(C)n([O-])c(C)c(C)[n+]2=O)cc1OC	4%	-9	9%	4%	22%	-1
O=S(=O)(Nc1ccc2ccccc2n1)c1ccccc1	x	8	12%	30%	33%[activator]	10
CC(NC(=O)c1ccc(OC2CCN(Cc3ccccn3)CC2)cc1)c1nccs1 (stereo unspecified)	x	-3	-4%	13µM*	-12%	7
COc1ccc(-c2nnc(SCC(=O)NCc3ccco3)n2C)cc1	3%	39	-2%	8%[5.75 µM]	9%	-3
O=C(NC(C(=O)c1ccccc1)N1CCOCC1)c1cccs1 (stereo unspecified)	4%	33*	16%	12µM*	76%[activator]	22*
CC1CCCN(c2nc3nonc3nc2N2CCCC(C)C2)C1 (stereo unspecified)	1%	-3	-16%	-8%	10µM*	-2
CCOC(=O)c1sc(NC(=O)Nc2ccccc2F)nc1C	4%	75*	-8%	-56%	-1%	86*
COc1ccccc1NC(=O)Cn1c(C)cc(=O)c2cccc(OC)c21	4%	-3	u	u	u	-3
COc1ccc(CCNC(=O)C(=O)NCCOc2ccccc2)cc1OC	2%	-10	-8%	-6%	-4%	1
CC(C)CCNC(=O)CN(C(=O)CCC(=O)Nc1ccccn1)c1ccc2c(c1)OCCO2	0%	56*	1%	-7%	75%[activator]	22*
Cc1nc2cc(C(F)(F)F)ccc2n1C1CCN(Cc2nnnn2CCc2ccccc2)CC1	0%	14	-13%	-1%	13µM*	-3

Random excerpt: 4 compounds from above.
SMILES	FBPA Giardia inh	Shiga inhibitor	HCV inhibitor	Pf growth 96h	Pf growth 48h	Cycloheximide cs
O=S(=O)(Nc1ccc2ccccc2n1)c1ccccc1	x	8	12%	30%	33%[activator]	10
O=C(CC(NC(=O)c1ccccc1Cl)c1ccccc1)NCCc1ccc(Cl)cc1 (stereo unspecified)	-6%	-2	5%	-3%	-13%	-1
CC1CCCN(c2nc3nonc3nc2N2CCCC(C)C2)C1 (stereo unspecified)	1%	-3	-16%	-8%	10µM*	-2
O=C(NC(C(=O)c1ccccc1)N1CCOCC1)c1cccs1 (stereo unspecified)	4%	33*	16%	12µM*	76%[activator]	22*

The list continues:
SMILES	FBPA Giardia inh	Shiga inhibitor	HCV inhibitor	Pf growth 96h	Pf growth 48h	Cycloheximide cs
CC1CCc2ccccc2N1C(=N)N(C)C (stereo unspecified)	5%	-9	-2%	42%[activator]	16%	1
CCN(CC)C1=CC2=CC(=C(C#N)C#N)CCC2CC1 (stereo unspecified)	-18%	-5	16%	-12%	-3%	0
CCOc1ccc2ccccc2c1C1NC(=S)N(C)C(C)=C1C(=O)OC (stereo unspecified)	-23%	27	-16%	3.3µM*	u	-2
O=C(Cc1cccs1)Nc1ccc(NC(=O)c2ccco2)cc1	-4%	60*	-26%	x	36%[activator]	24*
O=C(NCc1cccnc1)c1cc2ccccc2oc1=O	2%	19	17%	-13%	x	11
Cc1ccc(C)c2nc(N3CCCC3)c(C#N)cc12	u	21	-9%	u	2%	-2
COc1ccc(N/C(N)=N/c2nc(CSc3ccc(Cl)cc3)cc(=O)[nH]2)cc1	18%	4	17%	22%	x	9
Cc1ccc(C(=O)Nc2ccc3c(c2)CCC3)o1	-14%	99*	u	x	223%[activator]	63*
COc1ccc(C(=O)N2CCOC2CNC(=O)C(=O)NCc2ccccc2Cl)cc1 (stereo unspecified)	-5%	-7	u	-9%	u	-5
O=C(OCc1c(F)cccc1Cl)c1cccc(S(=O)(=O)N2CCOCC2)c1	x	x	-26%	u	u	x
Cc1csc(CN(C)C(=O)CC2C(=O)NCCN2Cc2ccc(F)c(F)c2)n1 (stereo unspecified)	x	12	4%	13µM*	7%	-1
N/C(COc1ccc(Cl)cc1)=N\NS(=O)(=O)c1ccccc1	7%	-6	13%	36%[activator]	-1%	-2
COc1ccc(C(=O)Nn2c(CCC(=O)O)ccc2-c2ccc(C)cc2)cc1OC	22%	-15	-4%	20%	-14%	7
O=C(NCCC1=CCCCC1)c1cnc2n(c1=O)CCS2	-1%	41*	-36%	-10%	95%[activator]	41*
Brc1ccc(CNCCCSc2ncccn2)cc1	-16%	-7	-3%	207%[activator]	7%	-1
CCOC(=O)/C(C#N)=C1\C=CN(C)C(C)=N1	3%	7	18%	-16%	-14%	-3
COc1ccc(C(C)NC(=O)Cc2cccs2)cc1OC (stereo unspecified)	x	-12	8%	-8%	31%[activator]	-5
CN1C(=O)C(c2nnc(Nc3cccc4ccccc34)s2)C2CC1(C)Oc1ccccc12 (stereo unspecified)	-8%	-3	u	4.7µM*	u	-2
CC(C)(C)C1CCc2c(C(=O)N/N=C/c3cccs3)csc2C1 (stereo unspecified)	-10%	24	u	u	u	23
Cn1c(C(=O)N2CCC(C(=O)NCc3ccccc3)CC2)cc2sccc21	x	2	-5%	u	-10%	-11

Compound profiles, from the list above. Values in the order: FBPA Giardia inh | Shiga inhibitor | HCV inhibitor | Pf growth 96h | Pf growth 48h | Cycloheximide cs
Results for `Cc1ccc(C(=O)Nc2ccc3c(c2)CCC3)o1` → -14% | 99* | u | x | 223%[activator] | 63*
Results for `COc1ccc(C(=O)N2CCOC2CNC(=O)C(=O)NCc2ccccc2Cl)cc1` (stereo unspecified) → -5% | -7 | u | -9% | u | -5
Results for `CN1C(=O)C(c2nnc(Nc3cccc4ccccc34)s2)C2CC1(C)Oc1ccccc12` (stereo unspecified) → -8% | -3 | u | 4.7µM* | u | -2
Results for `O=C(NCc1cccnc1)c1cc2ccccc2oc1=O` → 2% | 19 | 17% | -13% | x | 11
Results for `Cn1c(C(=O)N2CCC(C(=O)NCc3ccccc3)CC2)cc2sccc21` → x | 2 | -5% | u | -10% | -11

The list goes on.
SMILES	FBPA Giardia inh	Shiga inhibitor	HCV inhibitor	Pf growth 96h	Pf growth 48h	Cycloheximide cs
N#CC1=C(N)Oc2cc(O)c(Cl)cc2C1c1cccnc1 (stereo unspecified)	-21%	-2	9%	-23%	u	-1
CCOc1ccc(S(=O)(=O)N2CCCC(C(=O)N3CCCC3)C2)cc1 (stereo unspecified)	x	-3	22%	99%[activator]	-5%	-1
CCc1ccc(N2C(=O)C3CCCN3C2=S)cc1 (stereo unspecified)	7%	52*	9%	16%	u	13
O=C(CCCC(=O)OCC(Cl)=C(Cl)Cl)Nc1cccc(F)c1	4%	-11	-3%	0%	2%	-3
CC(C)n1c(C(F)(F)F)nc2cc(C(=O)N3CCOCC3)ccc21	4%	-8	16%	41%[activator]	24%	-1
CCCC12CN3CC(CCC)(CN(C1)C3c1ccccn1)C2=O (stereo unspecified)	15%	-4	7%	x	9.3µM*	-2
CC(C)CNS(=O)(=O)c1ccc2c(c1)OCCO2	2%	25	2%	x	18%	1
CCCCNc1nc(=S)n(-c2ccccc2)c(C)c1C(C)=O	-5%	-8	u	10%[5.75 µM]	6%	1
COC(=O)CCCCCC(CCC(=O)OC)NC(C)=O (stereo unspecified)	5%	-24	19%	0%	14%	-5

Looked up above.
For HCV inhibitor, CCOc1ccc(C(CC(=O)O)n2cnnn2)cc1OC (stereo unspecified) reads 18%
For Cycloheximide cs, N#CC1=C(N)Oc2cc(O)c(Cl)cc2C1c1cccnc1 (stereo unspecified) reads -1
